High-throughput results from PubChem BioAssay.
Fam108B inh: counter-screen for RBBP9 inhibitors: inhibitors of mouse Fam108B. 300,000 tested, 0.33% active. inhibition, % at 9.51 µM. recombinant Fam108B, FP-Rh probe fluorescence polarization;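 active = inhibition above the screen mean inhibition plus 3 SD, computed separately per campaign, cut at about 18% in these data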;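 note: inhibitors lower polarization as less probe binds the enzyme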
MEX-5 binding: C. elegans MEX-5 TCR-2 RNA binding activity | Q9XUB2 | 300,000 tested, 0.38% active | activity score (negative = inhibition of binding), % at 10 µM | AID 1832 | MEX-5/FITC-TCR2 RNA binding, fluorescence polarization; stronger effect = lower value;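 active = inhibition past about -25% in most replicates, and total fluorescence under double the plate's negative control median, limit read from the data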;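 note: 0% = DMSO and -100% = 5 µM competing unlabeled TCR2 RNA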
AHR activator: activators of human aryl hydrocarbon receptor | P35869 | AHR-responsive luciferase reporter cells, luminescence | activation, % at 5 µM | 320,000 tested, 2.5% active | AID 2796; in the data active = activation above about 47%;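 note: 0% = vehicle wells and 100% = reference agonist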
Target sequence (P35869 whole entry, looked up): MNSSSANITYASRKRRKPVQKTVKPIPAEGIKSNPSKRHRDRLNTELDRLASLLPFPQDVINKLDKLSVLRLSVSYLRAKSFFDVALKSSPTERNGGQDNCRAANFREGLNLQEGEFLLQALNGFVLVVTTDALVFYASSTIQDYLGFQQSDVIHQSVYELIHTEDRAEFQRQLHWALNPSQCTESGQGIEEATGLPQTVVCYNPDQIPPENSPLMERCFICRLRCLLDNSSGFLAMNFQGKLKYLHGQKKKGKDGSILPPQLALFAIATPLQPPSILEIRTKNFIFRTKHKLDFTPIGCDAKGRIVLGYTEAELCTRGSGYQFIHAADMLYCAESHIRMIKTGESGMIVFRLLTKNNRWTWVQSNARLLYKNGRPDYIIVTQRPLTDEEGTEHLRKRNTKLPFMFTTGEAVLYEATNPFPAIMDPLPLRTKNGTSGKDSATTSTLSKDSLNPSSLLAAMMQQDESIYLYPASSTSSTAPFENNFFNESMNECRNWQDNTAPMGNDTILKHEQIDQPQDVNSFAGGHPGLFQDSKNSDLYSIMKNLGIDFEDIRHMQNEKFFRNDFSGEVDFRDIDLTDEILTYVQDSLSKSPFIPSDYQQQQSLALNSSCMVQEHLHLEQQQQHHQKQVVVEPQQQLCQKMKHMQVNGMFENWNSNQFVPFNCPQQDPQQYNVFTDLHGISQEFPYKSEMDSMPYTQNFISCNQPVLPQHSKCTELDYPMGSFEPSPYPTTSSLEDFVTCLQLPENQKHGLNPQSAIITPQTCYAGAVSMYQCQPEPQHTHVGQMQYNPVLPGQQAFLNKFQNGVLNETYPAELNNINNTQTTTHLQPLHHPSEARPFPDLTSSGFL
MCL1 BIM primary: inhibitors of human MCL1 binding to BIM-BH3 peptide | inhibition, % at 10.9 µM | 320,000 tested, 0.68% active | Q07820 | GST-MCL1 / FITC-Bim-BH3 fluorescence polarization;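 active = inhibition above the mean inhibition of all tested compounds plus 3 SD, set per campaign, cut at about 40% in these data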;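 note: 0% = DMSO wells and 100% = unlabeled Bim-BH3 peptide control; higher means more loss of mP so more displacement of Bim peptide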
pPAFAH FP inh: inhibitors of human plasma PAF acetylhydrolase (pPAFAH) | Q13093 | AID 463082 | inhibition, % at 3.39 µM | recombinant pPAFAH, FP-rhodamine probe fluorescence polarization | 330,000 tested, 1.5% active;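 active = inhibition above the mean inhibition across the screen plus 3 SD, cut at about 25% in these data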;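 note: inhibitors block binding of the rhodamine activity-based probe so polarization drops; 0% = enzyme with DMSO and 100% = wells lacking pPAFAH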
PAFAH1B2 FP inh: inhibitors of human PAFAH1B2; 340,000 tested, 1.2% active; recombinant PAFAH1B2, FP-rhodamine activity probe, fluorescence polarization; AID 492953; inhibition, % at 3.39 µM;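 active = inhibition above the mean of all tested compounds plus 3 SD, cut at about 24% in these data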;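 note: 0% = enzyme with DMSO and 100% = wells lacking PAFAH1B2; many of its hits are not listed in these tables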
GLD-1 RNA inh: GLD-1-TGE RNA interaction inhibition (C. elegans); purified GLD-1 + fluorescein TGE RNA, fluorescence polarization; inhibition, % at 5.96 µM; 320,000 tested, 0.44% active; AID 2280;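 active = percent inhibition above a per-plate cutoff, the plate mean of test compounds plus 3 SD, cut at about 30% in these data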;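 note: 0% = DMSO wells with GLD-1 and probe and 100% = wells lacking GLD-1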
PME-1 inh: PME-1 (human) inhibition. 320,000 tested, 0.53% active. inhibition, % at 5.9 µM. recombinant PME-1, FP-Rh probe fluorescence polarization. Q9Y570. AID 2130;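 active = inhibition above the campaign mean of all compounds plus 3 SD, cut at about 26% in these data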;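 note: competitive labeling of PME-1 active site by serine hydrolase directed probe; 0% = PME-1 with DMSO and 100% = wells lacking PME-1 enzyme; inhibitors block probe labeling so polarization falls and inhibition rises; many of its hits are not listed in these tables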
Bcl-xL primary: inhibitors of human Bcl-xL; Q07817; GST-Bcl-xL / FITC-Bim BH3 peptide fluorescence polarization; inhibition, % at 10.9 µM; 320,000 tested, 0.7% active; AID 2129;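 active = inhibition above the mean of all tested compounds plus 3 SD, cutoff set per campaign, cut at about 30% in these data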;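 note: 0% = DMSO wells and 100% = unlabeled Bim-BH3 peptide competitor; inhibitors lower millipolarization by displacing the labeled peptide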
Starred values were filed as active, the others as inactive; nt = no result given. This is a subset, so the mix of outcomes need not match the whole.

smiles	PAFAH1B2 FP inh	Bcl-xL primary	GLD-1 RNA inh	PME-1 inh	pPAFAH FP inh	AHR activator	MCL1 BIM primary	Fam108B inh	MEX-5 binding
CCOC(=O)CC(=O)CSc1nnc(Cn2c(=O)sc3ccccc32)n1C	-2	2	6	7	5	2	1	1	1.0
O=S(=O)(c1cc(F)ccc1F)N1CCC2(CC1)OCCN2S(=O)(=O)c1ccccc1	7	6	5	19	4	0	10	-1	0.2
Nc1[nH]nc2nc3ccccc3cc12	5	5	-6	-11	1	11	0	-6	-3.2
O=C(C1CCCN(S(=O)(=O)c2ccc(Br)s2)C1)N1CCCCCC1 (stereo not given)	10	1	1	-2	9	-2	3	-2	0.7
CCc1nc(SCC(=O)Nc2ccc([N+](=O)[O-])cc2)n[nH]1	-1	-2	3	1	-1	1	2	-2	0.2
O=C(c1ccc(-c2ccccc2Cl)o1)N1CCN(S(=O)(=O)c2cccs2)CC1	-1	1	3	7	6	-9	-2	-6	1.7
C=C(C)Cc1c(C)c(C#N)c2[nH]c3ccccc3n2c1=O	18	2	-5	5	14	11	-3	5	1.0
C/C(CC(=O)Nc1ccc2c(c1)OCCO2)=N\NC(=O)Cc1ccccc1	2	2	0	-8	6	5	-4	1	1.2
Cc1cccc(C)c1NC(=S)N(C)CCc1ccccn1	1	5	-8	0	2	2	10	0	-3.3
Nc1c(-c2ccccc2)c(CSc2nc3ccccc3[nH]2)nn1-c1ccc(C(=O)O)cc1	-2	9	4	-2	1	1	-2	2	1.9

(further entries)
smiles	PAFAH1B2 FP inh	Bcl-xL primary	GLD-1 RNA inh	PME-1 inh	pPAFAH FP inh	AHR activator	MCL1 BIM primary	Fam108B inh	MEX-5 binding
c1ccc(Cn2nnnc2-c2ccco2)cc1	-2	-3	2	-6	-3	0	-4	-7	-1.0
Cc1cccc(-c2noc(-c3ccc(F)cc3)n2)c1	1	5	-3	-1	0	3	2	-5	0.9
COc1ccccc1N1CCN(S(=O)(=O)CCNC(=O)c2ccccc2Br)CC1	2	-1	2	1	5	0	0	0	0.2
CCO[C@@H]1OC(C(=O)O)=C[C@H](c2csc3ccccc23)[C@H]1CCCO	1	2	-1	0	-1	-4	2	-1	1.8
O=C1C2CC=CCC2C(=O)N1c1ccc(NCCc2ccc(Cl)cc2)c([N+](=O)[O-])c1 (stereo not given)	17	6	5	0	0	3	-2	-1	0.9
CCN(CCNC(=O)C1CCCN(c2ncnc3c2nc2n3CCCCC2)C1)Cc1ccccc1 (stereo not given)	5	-4	-2	0	-1	1	-2	5	0.3
Cc1cc(Br)c(Cl)cc1NC(=O)CN1C(=O)C2C3CC(c4ccccc4)C(C3)C2C1=O (stereo not given)	-4	0	1	-43	-5	24	-7	-42	2.4
O=C(Nc1ccccc1F)n1ncc2cc(Cl)ccc21	3	4	5	1	2	9	10	-3	2.0
CCC(C)NC(=O)CNC(=O)Cn1c(C)cc2ccccc2c1=O (stereo not given)	4	0	5	1	4	-1	4	-1	2.8
COc1ccc(/C=C/C(=O)NC(=S)NNC(=O)Cc2cccs2)cc1OC	-5	4	0	0	1	32	12	0	-2.5

Other results follow.
smiles	PAFAH1B2 FP inh	Bcl-xL primary	GLD-1 RNA inh	PME-1 inh	pPAFAH FP inh	AHR activator	MCL1 BIM primary	Fam108B inh	MEX-5 binding
CCC(N)C12CC3CC(CC(O)(C3)C1)C2 (stereo not given)	-2	0	4	-4	3	0	3	5	1.3
CN(C)S(=O)(=O)N1CCN(c2cc(Cl)ccc2Cl)CC1	5	3	-4	2	5	8	2	8	-1.4
CNS(=O)(=O)c1cccc(C(=O)OCC(=O)N2CC(C)OC(C)C2)c1 (stereo not given)	3	1	2	5	6	1	1	3	-0.4
O=C(N1CCN(c2ccccc2F)CC1)C12CC3CC(CC(C3)C1)C2	6	6	5	5	-1	1	5	1	1.6
COc1ccc(C(=O)NCC(=O)OCC(=O)c2c(C)[nH]c3ccccc23)cc1OC	6	nt	-2	nt	6	12	nt	nt	nt
CC(C)(C)c1ccc(C(=O)CCC(=O)OCC(=O)NCCc2ccc(S(N)(=O)=O)cc2)cc1	2	-8	-4	4	4	-2	-5	nt	nt
COC(=O)c1cn(C(=O)c2ccccc2Cl)c2ccccc12	2	6	3	4	6	-2	16	-3	-0.2
COc1cc(C(=O)NNC(=O)/C=C/c2ccccc2)cc(OC)c1OC	0	nt	7	nt	3	0	nt	nt	nt
CC(=O)c1c(C)nc(-c2ccc(OCC(=O)Nc3ccccc3)cc2)n1O	4	17	-2	1	5	-1	12	5	-1.6
O=C(CSc1nc2c(sc3ccccc32)c(=O)n1CCCN1CCCC1)NCc1ccco1	0	2	-9	-1	8	-2	5	-3	1.1

The listing continues.
smiles	PAFAH1B2 FP inh	Bcl-xL primary	GLD-1 RNA inh	PME-1 inh	pPAFAH FP inh	AHR activator	MCL1 BIM primary	Fam108B inh	MEX-5 binding
Cc1ccc(S(=O)(=O)NCCC(=O)NC2CCC(C)CC2)cc1 (stereo not given)	6	-2	2	-1	2	-1	-7	nt	nt
CC(C)N1CN=C(Nc2nc3ccccc3o2)NC1	1	3	3	1	8	1	6	-4	2.2
CC(C)P(=O)(Cc1cccc(C#N)c1)C(C)C	-1	1	7	-4	4	-1	8	-2	1.7
Cc1ccc(C(=O)OCC(=O)NCc2ccc3c(c2)OCO3)o1	6	nt	-5	nt	4	0	nt	nt	nt
COc1cccc(C=O)c1OCCCOc1cccc2cccnc12	6	2	-1	1	-3	10	1	1	-1.0
NC(=O)COc1ccc(C23CC4CC(CC(C4)C2)C3)cc1	18	-1	6	-7	2	5	-14	-7	-0.8
CCN(CC)C(=O)CC(c1cc(OC)c(OC)c(OC)c1)c1c(O)cc(OC)cc1OC (stereo not given)	5	6	1	-3	0	2	6	2	-2.0
COc1cc(C(=O)N/N=C/c2coc3ccccc3c2=O)cc(OC)c1OC	3	2	-3	-3	5	8	10	-1	0.6
O=C(COC(=O)C1CC1)Nc1nc(-c2ccc(F)c(F)c2)cs1	0	2	2	-2	10	-1	-2	0	-0.4
Cc1cnc(NC(=O)Nc2ccccc2)c(C)n1	5	5	-3	0	2	6	-4	2	3.1

(next part)
smiles	PAFAH1B2 FP inh	Bcl-xL primary	GLD-1 RNA inh	PME-1 inh	pPAFAH FP inh	AHR activator	MCL1 BIM primary	Fam108B inh	MEX-5 binding
Cc1cc(C)c(C)c(S(=O)(=O)NCc2ccc(C(=O)N3CCOCC3)cc2)c1C	-2	7	4	10	-2	-5	-1	3	0.6
CCOc1ccc2nc(N(CCN(CC)CC)C(=O)c3ccc([N+](=O)[O-])cc3)sc2c1	1	0	5	0	-4	1	-3	2	1.5
c1ccc2c(c1)nc(NC1CCCCC1)c1nncn12	6	1	5	7	3	13	-1	0	2.5
Cc1cccc(C(=O)NNC(=O)c2ccc(-c3ccccc3)cc2)c1	3	4	2	4	8	6	11	-2	0.8
COCC(COCCCNC(=O)Nc1ccc(Br)cc1)OC (stereo not given)	7	-3	9	-3	-3	4	1	3	0.3
COC(=O)CCC/C=C1/SCC(NC(=O)c2ccccc2)C1NC(C)=O (stereo not given)	3	5	2	1	0	-2	6	-2	0.7
O=C(CNc1ccc2c(c1)OCO2)N/N=C\c1ccccc1Cl	0	16	7	10	15	81*	16	7	0.4
Cc1ccc(C(=O)Nc2ccc(S(=O)(=O)N3CCOCC3)cc2)cc1C	2	10	5	-3	-11	1	9	-1	1.9
Cc1ccc(S(=O)(=O)N2CCOCC2)cc1NC(=O)C(c1ccc(Cl)cc1)C(C)C (stereo not given)	9	-2	6	-6	0	2	-7	-2	0.1
COc1cc(-c2nnc3sc(-c4ccco4)nn23)cc(OC)c1OC	8	-7	1	10	4	3	6	3	0.8

Further records:
smiles	PAFAH1B2 FP inh	Bcl-xL primary	GLD-1 RNA inh	PME-1 inh	pPAFAH FP inh	AHR activator	MCL1 BIM primary	Fam108B inh	MEX-5 binding
O=C(Nn1c(-c2ccc(F)cc2)nc2ccccc2c1=O)C1CCCCC1	4	10	7	-6	-2	3	2	2	2.0
Cc1ccc(N=Nc2c(N)n[nH]c2N)cc1	6	6	3	-5	4	6	7	-3	-0.7
COc1ccc(N2C(=O)C3CCCCC3C2=O)cc1NC(=O)c1ccccc1 (stereo not given)	1	-6	-10	1	4	19	-5	6	1.6
Cc1cccc(NNC(N)=S)c1	-1	5	-1	-6	1	2	0	0	-1.3
Nc1nc(SCC(=O)Nc2ccccc2)nc2nc3c(cc12)CCCC3	2	14	2	-4	-1	29	0	-8	-4.7
CC(Cc1ccccc1)NC(=S)CN1CCCC1=S (stereo not given)	4	-3	5	7	2	-1	1	1	-1.7
C=CCC1CCCCC12NC(=O)NC2=O (stereo not given)	14	-2	6	-2	0	-2	-6	-2	-1.4
CN(C)S(=O)(=O)N(CC(=O)NCc1ccccc1)c1ccccc1	2	0	7	-2	-3	-1	8	5	-1.6
Cc1cccc(C2=N/C(=C\c3cccnc3)C(=O)O2)c1	5	-1	13	-1	3	2	-4	-3	0.9
CCOc1cc(CN2CCN(CCc3ccccc3)C(CCO)C2)ccc1OC (stereo not given)	-4	2	1	2	-2	-1	2	-3	-2.2

Next results
smiles	PAFAH1B2 FP inh	Bcl-xL primary	GLD-1 RNA inh	PME-1 inh	pPAFAH FP inh	AHR activator	MCL1 BIM primary	Fam108B inh	MEX-5 binding
CCOC(=O)c1ccc(COc2nc3ccccc3nc2-c2ccccc2NC(C)=O)o1	3	4	2	4	-5	1	4	1	3.0
CCOc1ccc(S(=O)(=O)NCCC(=O)N2CC(C)CC(C)C2)cc1 (stereo not given)	1	1	-1	0	4	1	-1	1	-0.8
O=C1OC(Nc2ccc(F)c([N+](=O)[O-])c2)c2ccccc21 (stereo not given)	1	7	2	0	3	-2	-1	4	0.0
O=C(NCc1ccccn1)c1cccc(NS(=O)(=O)c2cccc(F)c2)c1	2	5	8	0	2	0	3	-1	-7.5
O=C(CSc1n[nH]c(-c2ccncc2)n1)Nc1ccccc1C(F)(F)F	1	1	8	0	5	2	2	6	-0.7
COCCNC(=O)C(c1ccccc1C)N(CCOC)C(=O)Cn1nnc2ccccc21 (stereo not given)	1	2	-1	4	3	1	-4	2	2.7
